KCNH2 WT inh = qHTS for Inhibitors of KCHN2 3.1: Wildtype qHTS. U2OS, BacMam KCNH2, thallium flux FluxOr; active compounds read low. activity change, % at 1.84 µM. hit rate 0.37% among 340,000;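 active means maximum activity change below -70%; inconclusive means maximum activity change between -70% and -50%; inactive means maximum activity change above -50%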; further: on the % scale 0 is the no-effect control and ±100 the full control effect
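U2OS cells were transduced with wild-type KCNH2 virus (2.03 x 10^8 / mL) for 4 h at room temperature, then cultured overnight at 37 C. Thallium flux was read with FluxOr dye. Rate constants were normalized to DMSO controls.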
TSHR antagonist = Antagonists of the Thyroid Stimulating Hormone Receptor: HTS campaign; activity change, negative = inhibition, % at 11.5 µM; TSHR-expressing cells, TSH-stimulated cAMP HTRF, 2 h; active compounds read low; hit rate 0.2% among 330,000; Thyrotropin receptor (Homo sapiens), P16473; AID 504810, 2011;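 active means activity change below a set negative limit, meaning inhibition stronger than a set level, cut at about -70% in these data; inconclusive means activity change between two set negative limits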; further: on the % scale 0 is the no-effect control and ±100 the full control effect
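Freshly harvested TSHR cells receive pin-tooled compound, then EC80 TSH at 4nM final. After 2 hours at 37 deg C, antibody in lysis buffer and cAMP-d2 are added; 30 minutes at ambient temperature precede the HTRF read.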
TCR act = Activators of T cell receptors: qHTS campaign; primary human leukocytes, anti-CD3, IL-2 HTRF, 48 h; Potency, µM (doses to about 9.22 µM), without a hit: at the highest dose activation of IL-2 secretion, hits mostly activators; 330,000 tested, under 10 active; AID 504894, 2011; further: % of control where 0% means no effect
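Using a-CD3 beads without co-stimulation, primary human leukocytes were exposed to compounds for 48 hr. An HTRF IL-2 kit measured the cytokine, with europium-to-d2 energy transfer producing emission at 665nm upon 320nm excitation.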
A-T KAP1 phos = qHTS Assay for Identifying a Potential Treatment of Ataxia-Telangiectasia; […] A-T fibroblasts, KAP-1 phosphorylation AlphaLISA; neocarzinostatin DNA damage 30 min before lysis; Potency, µM (titrated, usually from 57.5 µM), inactives show at the highest dose activation, most hits filed as activators; hit rate 0.19% among 320,000; AID 485349, 2010; further: potency means the concentration at half of the fitted maximal effect; % of control where 0% means no effect; nearly all actives have a fitted effect of over 45% in size
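hTERT-immortalized A-T patient fibroblasts ([…]), 500 cells/well in OPTI-MEM, 1% FBS, got compounds for 60 min, then NCS for 30 min at 37C. Lysates were then assayed for phospho-KAP-1 by AlphaLISA (anti-pKAP1 donor, anti-KAP1 acceptor beads), 6 hr at 25C.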
Coupling enz = qHTS Assay for Inhibitors of Fructose-1,6-bisphosphate Aldolase from Giardia Lamblia: Coupling assay counterscreen; coupling enzyme system counterscreen, AmpLite Red fluorescence; activity change, negative = inhibition, % at 58.2 µM, hits read low; hit rate 0.67% among 290,000; AID 2472, 2010; in the data active means activity change below about -30%; further: on the % scale 0 is the no-effect control and ±100 the full control effect
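First, compound is pin-transferred into glyceraldehyde-3-phosphate coupling-enzyme reagent at 57.5 uM final and held 10 min at RT. Next, substrate, coupling system and AmpLite Red are added. After 20 min RT, fluorescence (525/598 nm) is read.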
Tb PFK block = qHTS Assay to Find Inhibitors of T. brucei phosphofructokinase; ATP-dependent 6-phosphofructokinase (Trypanosoma brucei brucei), O15648; T. brucei PFK, ADP-Glo luminescence; Potency, µM (top dose mostly 57.5 µM), for the others: at the highest dose activity, negative = inhibition, most hits filed as inhibitors; hit rate 0.17% among 330,000;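 further: potency means the concentration at half of the fitted maximal effect; 0% = uninhibited 1x PFK enzyme wells and -100% = no-enzyme wells; nearly all actives have a fitted effect of over 60% in size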
Target sequence (O15648 whole entry, looked up): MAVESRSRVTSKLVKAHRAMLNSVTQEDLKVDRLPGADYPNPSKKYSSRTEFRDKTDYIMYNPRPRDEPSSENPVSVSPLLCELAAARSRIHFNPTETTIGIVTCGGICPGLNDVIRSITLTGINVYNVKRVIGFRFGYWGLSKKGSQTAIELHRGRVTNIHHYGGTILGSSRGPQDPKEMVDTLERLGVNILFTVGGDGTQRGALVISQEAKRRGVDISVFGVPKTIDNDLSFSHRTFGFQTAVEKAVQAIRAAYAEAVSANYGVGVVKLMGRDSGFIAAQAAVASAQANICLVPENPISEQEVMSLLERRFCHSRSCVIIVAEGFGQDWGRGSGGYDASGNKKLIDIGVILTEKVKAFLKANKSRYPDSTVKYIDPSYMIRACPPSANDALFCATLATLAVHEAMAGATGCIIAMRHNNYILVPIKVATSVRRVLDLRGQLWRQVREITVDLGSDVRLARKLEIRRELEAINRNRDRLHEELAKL
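PFK 1.25 nM, F6P 0.5 mM, ATP 0.1 mM, 0.1 M TEA pH 8.0, 5 mM MgCl2, 0.01% Tween20, 0.1% BSA; 45 min RT. ADP-Glo readout. qHTS titration up to 57 uM; curves fitted, compounds curve-classed.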
Chronic BCR inh = qHTS Assay to Find Inhibitors of Chronic Active B-Cell Receptor Signaling; ABC-DLBCL IkBa-CBG/CBR reporter, luminescence ratio, 4 h; Potency, µM (highest dose often 46.1 µM), for the others: at the highest dose ratio change, negative = lower green/red ratio, hits mostly inhibitors; hit rate 0.05% among 340,000; active means well fitted inhibition curve with a large enough effect in the signal ratio, with a control signal flat, not every such curve was filed as active; inconclusive means small, poorly fitted or top-dose-only effect, or effect the other way, or a change in a side signal; the % refers to the signal ratio;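 further: potency means the concentration at half of the fitted maximal effect; plate controls were basal doxycycline-induced cells for no effect and cells given 10 µM MG132 for full effect; MG132 reads +100%, hits lower the ratio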
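Concentration-response series (up to 46 uM) were applied to TMD8 dual-reporter cells for 4 h at 37C with doxycycline. Green/red ratio, after filter-overlap correction, defined %Activity; red signal alone was normalised to basal cells and zero luminescence.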
CXXC DNA block = qHTS Fluorescence Polarization Assay for Inhibitors of MLL CXXC domain - DNA interaction. Potency, µM (series often up to 115 µM), inactives show at the highest dose activity change, negative = inhibition, hits mostly inhibitors. MLL-CXXC / FITC-HOXA9 DNA fluorescence polarization. hit rate 0.037% among 290,000. AID 2662, 2010. Histone-lysine N-methyltransferase 2A (Homo sapiens), Q03164; active means well fitted inhibition curve with a large enough effect in the polarisation, with a control signal flat, not every such curve was filed as active; inconclusive means small, poorly fitted or top-dose-only effect, or effect the other way, or a change in a side signal; inactive means no such curve, though single readings can be large or run the other way; the % refers to the polarisation; further: potency means the concentration at half of the fitted maximal effect
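Fluorescence polarization: 7 uM MLL-CXXC (stock) preincubated 5 min with compounds, then 50 nM fluorescein-HOX-A9 DNA (stock) added; 30 min ambient. Buffer 50 mM Tris-HCl pH 7.5, 50 mM NaCl, 1 mM DTT, 0.05% BSA.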
GALK inh = qHTS Assay for Inhibitors of Human Galactokinase (GALK) | P51570 | Purified GALK, Kinase-Glo residual ATP luminescence | Potency, µM (doses to about 57.5 µM), inactives show top-dose activity change, negative = inhibition, actives largely listed as inhibitors | hit rate 0.007% among 270,000 | AID 1868, 2009; further: potency means the concentration at half of the fitted maximal effect; on the % scale 0 is the no-effect control and ±100 the full control effect
Target sequence (P51570 whole entry, looked up): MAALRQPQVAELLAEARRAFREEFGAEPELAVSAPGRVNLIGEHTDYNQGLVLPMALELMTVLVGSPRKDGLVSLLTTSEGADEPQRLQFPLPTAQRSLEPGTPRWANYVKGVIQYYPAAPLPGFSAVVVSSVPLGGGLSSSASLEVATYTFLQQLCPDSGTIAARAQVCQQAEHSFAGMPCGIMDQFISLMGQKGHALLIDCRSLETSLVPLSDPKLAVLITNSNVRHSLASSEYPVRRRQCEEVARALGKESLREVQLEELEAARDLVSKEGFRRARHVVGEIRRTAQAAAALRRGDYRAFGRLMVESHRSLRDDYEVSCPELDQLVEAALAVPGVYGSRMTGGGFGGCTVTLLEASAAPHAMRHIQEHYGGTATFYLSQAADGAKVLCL
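Kinase-Glo Plus luminescence measured ATP left after a 1 h room-temperature reaction. The reaction used 5 nM GALK, 100 uM galactose and 35 uM ATP at pH 8.0 (20 mM HEPES, 5 mM MgCl2, 60 mM NaCl, 1 mM DTT, 0.01% BSA).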
Giardia killer = Small Molecules that selectively kill Giardia lamblia: qHTS; Giardia lamblia trophozoite viability; activity change, % at 7.66 µM, hits read low; hit rate 0.15% among 340,000; AID 540267, 2011; in the data active means activity change below about -80%; inconclusive means between about -30% and that limit;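 further: parasites exposed to compound for two days anaerobically before the ATP read; on the % scale 0 is the no-effect control and ±100 the full control effect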
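Anaerobic 48 hrs incubation at 37 deg C of 100 trophozoites/well with test compounds; ATPLite 1-Step luminescence, 15-30 min RT, reports cellular ATP as viability.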
Numbers without * were called inactive; u = inconclusive; x = no result given; [ ] = another dose, or the depositor's remark. Unless noted, the call rests on the fitted dose curve; in most records, active means well fitted curve in the direction sought with a large enough effect; inconclusive means small, poorly fitted or top-dose-only effect, or another doubt; inactive means no such curve, though single readings can be large; an effect the other way counts as inactive or inconclusive. Rows were taken by chance; overall some 1.6% were active at least once.

SMILES	KCNH2 WT inh	TSHR antagonist	TCR act	A-T KAP1 phos	Coupling enz	Tb PFK block	Chronic BCR inh	CXXC DNA block	GALK inh	Giardia killer
COc1ccc(/C=C/C(=O)N2CCN(S(=O)(=O)/C=C/c3ccccc3)CC2)cc1OC	4	0	-1%[46.1 µM]	2%	3	1%	3%	4%	0%	1
O=C(NNC(=O)c1cc2ccccc2o1)c1ccc(F)cc1	-11	-13	-5%	4%	x	-3%	u	x	x	7
O=C(CSc1ncnc2scc(-c3ccccc3)c12)NC1CCS(=O)(=O)C1 (configuration not stated)	11	-4	0%	10%	19	5%	u	2%	-1%	-8
O=C(CSc1ccccn1)N/N=C/c1cc([N+](=O)[O-])ccc1O	-11	-4	-3%	u	10	-9%	-1%	8%	-1%	-13
Cc1ccc(Cn2c(SC(C)C(N)=O)nc3ccccc3c2=O)cc1 (configuration not stated)	-1	11	0%	-9%	0	4%	6%	-1%	-2%	-3
Cc1cc(OC(=O)c2ccccc2)n(CCC#N)n1	5	-12	-2%	3%	1	0%	5%	154%[activator]	-2%	3
COc1ccc(-c2csc(N(CCCN(C)C)C(=O)c3ccc(F)cc3)n2)cc1	24	-24	x	9%	0	1%	-3%	11%	0%	5
CCOC(=O)c1cnc2c(c(C3CC3)nn2C)c1N1CCOCC1	5	3	3%	0%	4	-1%	u	1%	x	12
CCOC(=O)N1CCN(C(=O)CCS(=O)(=O)c2ccc3c(c2)CC(C)N3C(=O)CC)CC1 (configuration not stated)	-24	12	-1%	-2%	x	-6%	-7%	16%	2%	-3
CCOC(=O)c1ccc(N2C(=O)CC(C3CCCO3)C2=O)cc1 (configuration not stated)	1	-2	2%	0%	-1	0%	14%	-1%	-2%	9
Cc1ccc(C(C(=O)NCc2ccc(F)cc2)N(C(=O)c2csnn2)C2CC2)o1 (configuration not stated)	-1	-1	10%	-1%	0	-8%	0%	6%	2%	8
COc1ccc(Cl)cc1S(=O)(=O)N(C)CC(=O)NCc1ccc2c(c1)OCO2	-4	-8	-8%	-1%	1	3%	-8%	3%	1%	-22
CNC(=O)Nc1ccc(C2SCCS2)cc1	-3	-5	-13%	-1%	1	1%	u	5%	-2%	6
CC(=O)C(Sc1nnnn1-c1ccc(O)cc1)c1ccccc1 (configuration not stated)	-2	5	-1%	3%	3	1%	u	-8%	5%	8
Cc1ccc(C(=O)NC(=O)CSc2nncn2C)cc1	-8	16	-6%	5%	1	1%	-1%	2%	0%	-11
COc1ccc2c(C)c(CCC(=O)NC3CC3)c(=O)oc2c1C	3	-1	-2%	13%	1	3%	-1%	0%	x	28
Cc1occc1C(=O)Nc1cccc(C(=O)O)c1	-7	-1	-1%	-3%	1	1%	u	8%	3%	16
Cc1cc(NC(=O)c2cccc(S(=O)(=O)N3CCCCCC3)c2)n(-c2ccccn2)n1	3	1	3%	-4%	2	-6%	2%	9%	9%	6
O=S(=O)(NC1CCCCCC1)c1ccc(Br)s1	-4	-7	-2%[46.1 µM]	5%	-2	2%	u	4%	-3%	6
Cc1ccc(N(C(=O)C(F)(F)F)C(C(=O)NC2CCCCC2)c2ccncc2)cc1C (configuration not stated)	x	5	0%[46.1 µM]	-3%	1	6%	-1%	4%	-1%	10
O=C(CN1C(=O)NC2(CCCCC2)C1=O)Nc1cc(C(F)(F)F)ccc1N1CCOCC1	3	12	-6%	0%	x	0%	-6%	x	x	7
NC(=O)CC(NC(=O)c1ccc(Br)cc1)c1ccc(N2CCN(c3ccc(F)cc3)CC2)c([N+](=O)[O-])c1 (configuration not stated)	-13	-10	-1%	-64%[inhibitor]	-2	4%	u	-1%	-1%	15
CCOC(=O)N1CCC(c2nc(C)sc2C(=O)O)CC1	3	26	-24%	x	-4	3%	0%	-11%	0%	-7
CCOC(=O)Cn1c2ccccc2n2nc(CCC(=O)O)c(=O)nc12	3	-9	7%	3%	0	-2%	1%	0%	-1%	u
O=C(CCCCC(=O)Nc1ccccc1)Nc1ccccc1	-10	-14	-3%	4%	4	-8%	2%	0%	5%	8
CC1(C)CC(=O)C=C(c2cccc(CO)c2)C1	8	23	5%	6%	x	1%	u	x	x	-21
O=C(N/N=C/c1ccc2c(c1)OCO2)c1ccc(COc2cccc3cccnc23)cc1	6	-2	9%	5%	2	-3%	-17%	34%[activator]	4%	-5
O=C(c1ccco1)N1CCCN(Cc2nc(Cc3ccccc3)no2)CC1	-3	-4	-5%	7%	2	2%	2%	0%	5%	9
CCOC(=O)[C@@H]1[C@H]2COc3cc(OC)ccc3[C@@H]2N2C(=O)N(c3cccc(F)c3)C(=O)[C@]12C	9	-7	8%	14%	0	0%	u	1%	x	10
Cc1cc(C)cc(N(CC(=O)Nc2ccc(-c3nc4ccc(C)cc4s3)cc2)S(C)(=O)=O)c1	22	-17	4%	-2%	0	3%	6%	12%	2%	-2
O=C(NCCCCc1ccccc1)c1ccccc1F	0	-2	0%	5%	1	-1%	u	-7%	7%	7
CCN(C(=O)CSc1nnc(-c2cccs2)n1CC)C1CCS(=O)(=O)C1 (configuration not stated)	1	0	5%	-10%	1	2%	2%	1%	5%	-21
O=C(c1ccc2nc3ccc(Cl)cc3c(=O)n2c1)N1CCOCC1	-9	36	x	1%	-1	-1%	-6%	2%	2%	2
CCOc1ccc(N=C2NC(=O)/C(=C/C(=O)OC)S2)cc1	3	-13	0%[46.1 µM]	2%	4	-2%	0%	-4%	-4%	12
Cc1ccc(C(=O)Nc2ccc(S(=O)(=O)NC3=NCCCCC3)cc2)cc1S(=O)(=O)N1CCOCC1	-1	-2	-4%	8%	x	-6%	6%	x	x	2
Cc1ccc(C)c(NC(=O)CN(C)C(=O)c2cccc(S(=O)(=O)N3CCN(Cc4ccccc4)CC3)c2)c1	6	-2	9%	2%	x	1%	-2%	16%	3%	-5
COC(=O)c1sccc1NC(=O)Nc1cccc(C)c1C	-8	-8	5%	-6%	x	-5%	u	-8%	-7%	-16
O=C(Nc1ccc(S(=O)(=O)N2CCOCC2)cc1)c1ccc(Cl)s1	-10	-4	1%	-14%	0	0%	6%	-1%	1%	-7
CCOC(=O)CN(C(=O)COc1ccc2c(C)cc(=O)oc2c1)c1ccc(OCC)cc1	5	3	x	4%	4	0%	u	-11%	5%	-1
O=C(Nc1ccccc1N1CCCCC1)c1ccc(-c2ccc(Cl)cc2)o1	-2	-11	u	3%	-5	-4%	-2%	3%	2%	2
Cc1cc(Sc2nnc(N)s2)c2ccccc2n1	4	-15	-2%	40µM*	4	5%	u	12%	1%	23
COCCNC(=O)/C(C#N)=C/C(C)=C/c1ccccc1	-5	5	1%[46.1 µM]	0%	0	-5%	-6%	1%	1%	-9
CC(C)N(C(=O)CSc1nnnn1-c1ccc2c(c1)OCO2)C(C)C	3	-6	x	1%	5	-9%	5%	u	3%	13
COc1ccc(OC)c(S(=O)(=O)Nc2ccc(C(N)=O)cc2)c1	5	1	8%	0%	-1	-5%	-2%	0%	0%	-17
CC(C)C(NC(=O)c1ccccc1F)C(=O)NCCc1ccccn1 (configuration not stated)	-6	26	5%	4%	1	4%	u	8%	0%	16
COc1ccccc1N(C(=O)c1snc(C(N)=O)c1N)C(C(=O)NC1CCCCC1)c1cccc(OC)c1OC (configuration not stated)	-10	-31	2%	18%	0	19%	u	1%	0%	-20
Cc1cc(=S)[nH]c2c(C)cccc12	-4	-1	-6%	-5%	3	-5%	0%	19%	1%	2
COc1ccc(/C=N/NC(=O)c2ccc(N(C)S(=O)(=O)c3ccccc3)cc2)cc1OC	4	1	5%[46.1 µM]	-1%	2	-1%	-1%	2%	0%	0
CCOC(=O)C1CCN(C(=O)Cn2nc(C)n3cccc3c2=O)CC1	-8	45	-2%	-11%	x	5%	6%	42%[activator]	-6%	0
COc1ccc(C(=O)NCCC(=O)NCc2cc(=O)n(C)c(=O)n2C)cc1	-9	-8	-8%	12%	x	2%	2%	9%	-6%	1
COc1ccc(NC(=O)C(NC(=O)CNC(C)=O)c2ccc(C)cc2)cc1 (configuration not stated)	-9	10	-8%	-3%	3	3%	-2%	-7%	2%	-6
COc1ccc(C2(C)NC(=O)N(CC(=O)NCc3ccccc3)C2=O)cc1OC (configuration not stated)	2	5	2%	-10%	1	0%	-4%	-2%	2%	7
CCOc1ncccc1C(=O)N(CC)CC(=O)NCc1ccc(F)cc1	4	34	6%	-1%	1	-4%	4%	1%	-1%	-4
